Compound activity from PubChem BioAssay.
HCMV antiviral = qHTS Assay for inhibitors of the human cytomegalovirus (HCMV) | HFF cells, HCMV-luciferase reporter, 72 h; stronger effect = lower value | activity change, negative = inhibition, % at 57.5 µM | 410,000 tested, 4.5% active; in the data active = activity change below about -60%; inconclusive = no clear call, values can overlap the other calls; inactive = above about -39%
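HFF cells seeded 16 h at 37C, treated with compounds, infected with luciferase-reporter HCMV at MOI 1 PFU/cell; luciferase read at 72 h post infection, normalized to buffer-only and Salinomycin controls.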
Giardia FBPA inh = qHTS Assay for Inhibitors of Fructose-1,6-bisphosphate Aldolase from Giardia Lamblia | 290,000 tested, 0.71% active | Potency, µM (series often up to 59.6 µM), inactives show at the highest dose activity, negative = inhibition, hits mostly inhibitors | purified Giardia FBPA | A8B2U2 | AID 2451, 2010; note: potency is the fitted concentration of half-maximal effect; nearly all actives have a fitted effect of over 55% in size
Target sequence (A8B2U2 whole entry, looked up): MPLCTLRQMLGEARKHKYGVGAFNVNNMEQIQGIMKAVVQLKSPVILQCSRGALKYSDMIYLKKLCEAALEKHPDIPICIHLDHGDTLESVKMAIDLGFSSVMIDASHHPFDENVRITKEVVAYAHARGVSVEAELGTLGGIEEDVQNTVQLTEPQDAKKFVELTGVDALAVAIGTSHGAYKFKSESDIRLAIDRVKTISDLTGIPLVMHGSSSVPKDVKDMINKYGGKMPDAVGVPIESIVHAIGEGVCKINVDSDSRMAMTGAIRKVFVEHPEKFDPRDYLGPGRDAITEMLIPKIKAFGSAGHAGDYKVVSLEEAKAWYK
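40 nM FBPA preincubated 10 min at RT with compound (up to 57.5 uM final), then substrate plus GAPDH/TPI/NAD/arsenate coupling and diaphorase/resazurin added. Fluorescence read after 20 min at RT, 525/598 nm.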
AmpC inh no detg = qHTS Inhibitors of AmpC Beta-Lactamase (assay without detergent); AmpC nitrocefin hydrolysis, absorbance 480 nm, 0.0001% Triton; Potency, µM (highest dose often 57.1 µM), without a hit: at the top dose activity change, negative = inhibition, most hits filed as inhibitors; 330,000 tested, 0.52% active; AID 485341, 2010; P00811;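 note: potency is the fitted concentration of half-maximal effect; plate controls were no compound for no effect and no enzyme for full effect; nearly all actives have a fitted effect of over 20% in size; some results filed as inactive show a strong effect at the top dose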
Target sequence (P00811 whole entry, looked up): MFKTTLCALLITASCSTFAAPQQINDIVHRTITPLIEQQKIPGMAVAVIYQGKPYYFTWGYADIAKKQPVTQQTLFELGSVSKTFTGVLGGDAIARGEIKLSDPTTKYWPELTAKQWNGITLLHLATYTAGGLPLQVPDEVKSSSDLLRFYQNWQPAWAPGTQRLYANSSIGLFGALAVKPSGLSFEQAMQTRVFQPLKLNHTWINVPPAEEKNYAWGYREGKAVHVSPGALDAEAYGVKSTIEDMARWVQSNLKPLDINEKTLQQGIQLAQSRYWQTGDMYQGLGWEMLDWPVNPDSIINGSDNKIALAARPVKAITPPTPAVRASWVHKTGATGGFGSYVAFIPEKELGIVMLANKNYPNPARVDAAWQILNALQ
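AmpC (5.3 nM in the dispensed reagent) in 20 mM phosphate pH 7.0 with 0.01% (detergent screen) or 0.0001% Triton X-100 was preincubated with compounds for 15 min at room temperature. Nitrocefin was then added from an 800 uM solution, and hydrolysis was followed at 480 nm.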
AMA1-RON2 inh = qHTS for Inhibitors of AMA1-RON; Towards Development of Antimalarial Drug Lead: Primary Screen | AlphaScreen AMA1-biotinylated RON2 peptide binding | Plasmodium falciparum AMA1 (3D7) - RON2 peptide interaction | 360,000 tested, 0.2% active | Potency, µM (titrated, usually from 58.2 µM), without a hit: at the top dose activity change, negative = inhibition, usual class: inhibitors | AID 720542, 2013;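 note: potency is the fitted concentration of half-maximal effect; 0% = vehicle wells and -100% = peptide control; nearly all actives have a fitted effect of over 45% in size; some results filed as inactive show a strong effect at the top dose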
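AMA1 (3D7) with his tag at 25 nM final met compounds first, then biotinylated RON2 peptide at 25 nM; detection used donor plus acceptor beads, 10 µg/mL apiece, read by AlphaScreen after 30 min at room temperature.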
AmpC inh detg = qHTS Inhibitors of AmpC Beta-Lactamase (assay with detergent); P00811; AmpC hydrolysis of nitrocefin, absorbance 480 nm, 0.01% Triton; Potency, µM (top dose mostly 114 µM), without a hit: at the top dose activity change, negative = inhibition, hits mostly inhibitors; 370,000 tested, 0.041% active;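 note: potency is the fitted concentration of half-maximal effect; 0% = no-compound wells and -100% = no-enzyme wells; nearly all actives have a fitted effect of over 25% in size; some results filed as inactive show a strong effect at the top dose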
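20 mM phosphate pH 7.0 + 0.01% (detergent screen) or 0.0001% Triton X-100; 5.3 nM AmpC reagent; cpd preinc 15 min RT; nitrocefin (800 uM stock) to start; A480 q20 s × 4 min; Activity was normalised to no-enzyme and no-compound control wells.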
Sm TGR block = qHTS Assay for the Inhibitors of Schistosoma Mansoni Peroxiredoxins; purified TGR, DTNB reduction, TNB absorbance 405 nm; Potency, µM (top dose mostly 114 µM), without a hit: at the top dose activity change, negative = inhibition, most hits filed as inhibitors; 360,000 tested, 3% active; AID 485364, 2010; note: potency is the fitted concentration of half-maximal effect; nearly all actives have a fitted effect of over 60% in size
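First, TGR (20 nM dispensed) and NADPH were mixed with compound. Second, a 15 min room-temperature incubation followed. Third, further NADPH and then DTNB were added to start the reaction. Finally, TNB absorbance was monitored kinetically.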
* hit, by the source's call; u = inconclusive; x = no result given; [ ] = remark or other dose. Unless noted, calls come from the whole dose curve; as a rule, active = well fitted curve in the direction sought with a large enough effect; inconclusive = small, poorly fitted or top-dose-only effect, or another doubt; inactive = no such curve, though single readings can be large; an effect the other way counts as inactive or inconclusive. Unless noted, % is set by controls: 0 for no effect and ±100 for the full control effect.

SMILES	HCMV antiviral	Giardia FBPA inh	AmpC inh no detg	AMA1-RON2 inh	AmpC inh detg	Sm TGR block
CCOC(=O)N1CCN(C(c2ccc(C(C)C)cc2)c2sc3nc(C)nn3c2O)CC1 (stereo unspecified)	-7	3%	175%[activator]	0%	u	-6%
S=c1[nH]nc(CSCCOc2ccccc2)o1	3	u	67%[activator]	23%	-8%	8%
CCCOc1ccc(C(=O)CCC(=O)NNC(=O)c2ccncc2)cc1	-17	x	-5%	95%[activator]	3%	1%
O=C(c1[nH]ncc1-c1ccc(Cl)cc1)C1CO1 (stereo unspecified)	-79*	2%	-28%	7%	-1%	u
CCc1nc(SCC(=O)NCCc2ccccc2)c2oc3ccccc3c2n1	-4	-2%	-13%	1%	-6%	0%
Cc1cc(C)c(NC(=O)COC(=O)c2cccc3c2C(=O)c2ccccc2C3=O)c(C)c1	u	-18%	-41%	-28%	u	-5%
Cc1[nH]c2ccc(C(=O)NCCCN(C)C3CCCCC3)cc2c1C	-62*	7%	-3%	-5%	-19%	0%
CC(=O)c1ccc(S(=O)(=O)NCCC(=O)OC(C)C(=O)Nc2ccc(F)cc2)cc1 (stereo unspecified)	-5	x	-31%	10%	u	2%
COc1ccc(N2CCN(C(=O)CCS(=O)(=O)c3ccc4c(c3)CCN4C(=O)C3CC3)CC2)cc1	-9	x	14%	0%	3%	0%
Cc1ccc(-n2nnc3c(=O)n(CC(=O)N4CCOCC4)cnc32)cc1	-6	1%	-10%	0%	u	3%
Cc1ccc(N=C2C(=O)Nc3c(C)cccc32)cc1	15	-1%	1%	1%	-12%	2%
COc1cccc(OC)c1C(=O)Nc1cccc(-c2nc3ccccc3[nH]2)c1	-23	-1%	-24%	2%	3%	16%
CC(C)Oc1ccc(C(=O)Nc2ccc(N(C)C)cc2)cc1	u	4%	-3%	-11%	u	-6%
O=C(Nc1ccc(OC(F)(F)F)cc1)C1CCCCN1S(=O)(=O)c1ccccc1 (stereo unspecified)	-23	x	-21%	24%	-20%	2%
Clc1ccc2c(c1)C(N1CCNCC1)=Nc1ccccc1O2	-38	-5%	83%[activator]	-1%	-4%	-30%
Cc1cccc(-n2c(N)cc(=O)[nH]c2=S)c1C	-7	-4%	-12%	18%	0%	-3%
Cn1c2c(c(=O)n(C)c1=O)CN(CCc1ccccc1)CN2	15	-1%	-10%	7%	-2%	1%
CC(=O)c1ccc(OCC(=O)OCC(=O)NCc2ccco2)cc1	15	x	-9%	-4%	3%	-24%
COc1ccc(NC(=O)Cn2c(CCC(=O)O)ccc2-c2ccccc2)cc1	44	9%	-15%	-11%	3%	-19%
CN1CCc2c(sc(NC(=O)C3CCCN3S(=O)(=O)c3ccc(Cl)s3)c2C(N)=O)C1 (stereo unspecified)	-9	x	39%	-8%	u	4%

Three structures from above, ordered by count of non-hydrogen atoms, rising.
SMILES	HCMV antiviral	Giardia FBPA inh	AmpC inh no detg	AMA1-RON2 inh	AmpC inh detg	Sm TGR block
S=c1[nH]nc(CSCCOc2ccccc2)o1	3	u	67%[activator]	23%	-8%	8%
CC(C)Oc1ccc(C(=O)Nc2ccc(N(C)C)cc2)cc1	u	4%	-3%	-11%	u	-6%
CC(=O)c1ccc(OCC(=O)OCC(=O)NCc2ccco2)cc1	15	x	-9%	-4%	3%	-24%

Another view of part of the listing above:
Every second line gives: HCMV antiviral, Giardia FBPA inh, AmpC inh no detg, AMA1-RON2 inh, AmpC inh detg, Sm TGR block
- Cc1cccc(-n2c(N)cc(=O)[nH]c2=S)c1C
→ -7, -4%, -12%, 18%, 0%, -3%
- CC(C)Oc1ccc(C(=O)Nc2ccc(N(C)C)cc2)cc1
→ u, 4%, -3%, -11%, u, -6%
- S=c1[nH]nc(CSCCOc2ccccc2)o1
→ 3, u, 67%[activator], 23%, -8%, 8%
- CCCOc1ccc(C(=O)CCC(=O)NNC(=O)c2ccncc2)cc1
→ -17, x, -5%, 95%[activator], 3%, 1%
- CC(=O)c1ccc(OCC(=O)OCC(=O)NCc2ccco2)cc1
→ 15, x, -9%, -4%, 3%, -24%
- COc1ccc(N2CCN(C(=O)CCS(=O)(=O)c3ccc4c(c3)CCN4C(=O)C3CC3)CC2)cc1
→ -9, x, 14%, 0%, 3%, 0%

Other structures follow:
SMILES	HCMV antiviral	Giardia FBPA inh	AmpC inh no detg	AMA1-RON2 inh	AmpC inh detg	Sm TGR block
COc1cc(/C=C/C(=O)N2CCC=CC2=O)cc(OC)c1OC	-97*	6%	-8%	-13%	u	-21%
COc1cc(OC)cc(C(=O)NC(=S)N2CCCCC2c2cccnc2)c1 (stereo unspecified)	-6	u	59%	84%[activator]	u	-19%
Cc1cc(NC(c2cccnc2)c2c(C)[nH]c3ccccc23)no1 (stereo unspecified)	59	-7%	-30%	-3%	u	2.8µM*
CC(C)OC(=O)CC(=O)CSc1nc2c(cc1C#N)CCC2	-1	-1%	-23%	6%	-8%	-21%
COc1cccc2c1C(=O)O/C2=C/c1ccc2c(c1)OCO2	25	-5%	-20%	x	-11%	1%
O=C(O)c1cccc(Nc2ccc([N+](=O)[O-])c3nonc23)c1	-18	-1%	-17%	u	-10%	-28%
Cc1ccc(OCc2cc(C(=O)NCCc3cccnc3)no2)cc1C	61	x	22%	0%	1%	u
Cn1cnc2c(NCc3ccco3)ncnc21	20	4%	-17%	1%	u	6%
Cc1onc(C(=O)NN)c1-c1csc(COc2ccc(Cl)cc2)n1	x	1%	-13%	54%[activator]	2%	20%
CCCC(=O)N=c1sc2c(OC)ccc(OC)c2n1C	u	6%	-13%	3%	9%	25%
CCNC(=S)NNC(=O)c1c(Cl)c(C)nn1C	-21	-26%	-22%	29%	-8%	2%
CC(C)C[C@@H]1NC(=O)[C@H](C(C)C)NC(=O)c2cc([N+](=O)[O-])cc(I)c2NCC[C@@H](C(N)=O)NC1=O	x	-10%	59%	4%	0%	-19%
Cc1ccccc1N(C(=O)c1csnn1)C(C(=O)NC1CCCCC1)c1ccncc1 (stereo unspecified)	4	1%	-4%	22%	-12%	-15%
CCOc1cc(C2c3c(oc4ccccc4c3=O)C(=O)N2c2nccs2)ccc1O (stereo unspecified)	u	0%	-3%	-2%	1%	-15%
CCOC(=O)N1CCN(c2cc(N3CCOCC3)c(F)cc2[N+](=O)[O-])CC1	6	3%	83%	-18%	-1%	x
Cc1nn(C)c2c1c(C(F)(F)F)cc(=O)n2CC(=O)Nc1ccc(F)cc1F	9	x	x	x	1%	0%
O=C(NNC1=Nc2ccccc2SC1)c1ccccc1F	-86*	7%	-17%	35%[activator]	1%	-1%
O=C(CCCN1C(=O)c2ccccc2C1=O)NCCC1=CCCCC1	-15	4%	17%	4%	0%	2%
Fc1ccc(-n2c(-c3ccc4ccccc4n3)n[nH]c2=S)cc1	-1	0%	-11%	106%[activator]	2%	0%
Cc1noc(C)c1CSCC(=O)Nc1nc2ccc(F)cc2s1	21	x	-26%	-7%	u	-6%

Entries of single compounds from above:
`Cc1onc(C(=O)NN)c1-c1csc(COc2ccc(Cl)cc2)n1` in the list: HCMV antiviral: x; Giardia FBPA inh: 1%; AmpC inh no detg: -13%; AMA1-RON2 inh: 54%[activator]; AmpC inh detg: 2%; Sm TGR block: 20%
`Fc1ccc(-n2c(-c3ccc4ccccc4n3)n[nH]c2=S)cc1` in the list: HCMV antiviral: -1; Giardia FBPA inh: 0%; AmpC inh no detg: -11%; AMA1-RON2 inh: 106%[activator]; AmpC inh detg: 2%; Sm TGR block: 0%
`CC(C)OC(=O)CC(=O)CSc1nc2c(cc1C#N)CCC2` in the list: HCMV antiviral: -1; Giardia FBPA inh: -1%; AmpC inh no detg: -23%; AMA1-RON2 inh: 6%; AmpC inh detg: -8%; Sm TGR block: -21%

The listing continues.
SMILES	HCMV antiviral	Giardia FBPA inh	AmpC inh no detg	AMA1-RON2 inh	AmpC inh detg	Sm TGR block
O=C(CN1C(=O)NC2(CCCCCC2)C1=O)NC1CCCCCCC1	-25	2%	-20%	-11%	1%	4%
Cc1ccc(N2C(N)=C(C#N)C(c3cc(CN4CCOCC4)cs3)C3=C2CC(C)(C)CC3=O)cc1 (stereo unspecified)	u	u	108%[activator]	-2%	-2%	-25%
CCC(C)NC(=O)CCSc1nc(-c2ccc(OC)cc2)cc(C(F)(F)F)n1 (stereo unspecified)	-31	x	x	x	23%	8%
O=C(NCC1CC1)c1ccc2c(c1)S(=O)(=O)c1cc(Cl)ccc1C2=O	-12	x	-32%	-1%	-5%	-3%
C/C(=N\NC(=O)c1cccc2ccccc12)c1ccccn1	-96*	10%	-17%	-53%	1%	0%
CCc1cc(OCCCCNCc2ccccc2)ccc1Cl	-31	-25%	40%	-12%	-12%	-3%
Cc1ccc(C(=O)NCC(=O)OCC(=O)c2ccc(Br)s2)cc1	-20	x	-33%	-22%	u	5%
COc1cc(CN2CCc3nc(N4CCN(c5ncccn5)CC4)ncc3C2)cc(OC)c1OC	-63*	x	x	x	-3%	u
Cc1cccc(C(=O)Oc2ccccc2/C=N/NC(=O)c2ccc(NC(=O)C(C)(C)C)cc2)c1	67	0%	-2%	4%[11.6 µM]	-7%	7%
COc1cc(OC)cc(C(=O)Nc2ccc(C(=O)c3ccncc3)cc2)c1	22	0%	-6%	-12%	4%	2%
CCOC(=O)C1CCCNC1=O (stereo unspecified)	9	4%	-1%	19%	5%	16%
CCn1nnnc1SCC(=O)N1CCN(Cc2ccc3c(c2)OCCO3)CC1	-11	x	-5%	-9%	-21%	-9%
COc1ccccc1OCc1nc(C#N)c(NCCCn2ccnc2)o1	u	2%	-5%	0%	5%	45µM*
CCOC(=O)C1CCN(C(=O)c2ccc(CNS(=O)(=O)c3ccc(OC)cc3)cc2)CC1	7	1%	210%[activator]	-4%	7%	0%
O=C(NC(Cc1ccccc1)C(=O)O)/C(=C/c1cccc([N+](=O)[O-])c1)NC(=O)c1ccco1 (stereo unspecified)	-7	17%	-25%	-26%	3%	2%
CCSc1nc(C)cc(C)c1S(=O)(=O)c1ccccc1C	-7	-7%	-13%	18%	-2%	-7%
C/C(=C\c1ccccc1)CN1CCN(C)CC1	12	u	-5%	-5%	-13%	-31%
